# PrPC surface inh = inhibitors of human cell surface prion protein PrPC. P04156. TR-FRET read-out. inhibition, % at 13.8 µM. 370,000 compounds, 0.43% hits; in the data active means inhibition above about 24%; further: 0% = median of the test wells and 100% = reference compound wells
# Mtb FBA inh = Mtb fructose-bisphosphate aldolase inhibition; P9WQA3; 360,000 compounds, 2.3% hits; purified M. tuberculosis FBA, fluorescence read-out; AID 588726; inhibition, % at 1 µM; in the data active means inhibition above about 27%;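 further: 0% = vehicle and 100% = reference inhibitor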
# MazF activator = activators of E. coli MazEF toxin-antitoxin RNase; AID 504720; 350,000 compounds, 0.32% hits; FAM/BHQ RNA-DNA oligo cleavage fluorescence, 5 h; activation, % at 20 µM; P0AE70; in the data active means activation above about 50%
# Target sequence (P0AE70 whole entry, looked up): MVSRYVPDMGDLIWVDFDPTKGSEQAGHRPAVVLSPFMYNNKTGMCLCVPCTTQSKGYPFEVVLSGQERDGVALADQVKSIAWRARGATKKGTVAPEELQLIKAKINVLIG
# Mtb UGM inh = Mtb UDP-galactopyranose mutase inhibition. P9WIQ1. purified UGM, fluorescence polarization probe displacement. inhibition, % at 10 µM. 320,000 compounds, 0.06% hits; in the data active means inhibition above about 10%, passing the limit was not always enough; inconclusive means no clear call, values can overlap the other calls
# Target sequence (P9WIQ1 whole entry, looked up): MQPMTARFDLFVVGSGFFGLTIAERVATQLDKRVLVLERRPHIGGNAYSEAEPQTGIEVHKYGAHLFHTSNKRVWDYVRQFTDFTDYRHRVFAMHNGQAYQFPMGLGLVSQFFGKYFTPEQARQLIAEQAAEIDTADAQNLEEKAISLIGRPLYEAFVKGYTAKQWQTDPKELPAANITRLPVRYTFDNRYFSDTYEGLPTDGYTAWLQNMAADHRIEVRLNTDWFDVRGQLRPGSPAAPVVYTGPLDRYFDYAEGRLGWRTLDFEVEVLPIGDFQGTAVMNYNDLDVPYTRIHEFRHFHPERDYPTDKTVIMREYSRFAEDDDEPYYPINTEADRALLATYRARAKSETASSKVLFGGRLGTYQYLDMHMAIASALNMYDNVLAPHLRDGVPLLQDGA
# GDH-TPI inh = GDH-TPI coupled enzyme inhibition counter-screen. 360,000 compounds, 1.2% hits. GDH-TPI coupled enzyme counterscreen, NADH absorbance. inhibition, % at 4.8 µM. AID 588335; in the data active means inhibition above about 30%;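 further: 0% = DMSO wells and 100% = wells lacking the enzyme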
# BoNT-F LC inh = BoNT F light chain protease inhibition; Multiplex microsphere protease cleavage assay, flow cytometry; inhibition, % at 10 µM; 360,000 compounds, 0.22% hits; AID 588497; in the data active means inhibition above about 35%, passing the limit was not always enough; inconclusive means no clear call, values can overlap the other calls; further: plate controls were buffer without enzyme for full effect and enzyme alone for no effect
# BioA inh = inhibitors of Mycobacterium tuberculosis BioA enzyme; 360,000 compounds, 0.096% hits; AID 602481; purified M. tuberculosis BioA enzyme, plate reader; inhibition, % at 9.99 µM; in the data active means inhibition above about 40%; inconclusive means no clear call, values can overlap the other calls
# FadD28 binding = inhibitors of Mycobacterium tuberculosis FadD28 bisubstrate binding; FadD28 bisubstrate probe binding, fluorescence polarization; inhibition, % at 12.5 µM; 360,000 compounds, 0.22% hits; in the data active means inhibition above about 8.5%, passing the limit was not always enough; inconclusive means no clear call, values can overlap the other calls
# Rv3671c protease = inhibits the M. tuberculosis serine protease Rv3671c | P9WHR9 | inhibition, % at 5.96 µM | 320,000 compounds, 0.048% hits; in the data active means inhibition above about 38%;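 further: extracellular domain of Rv3671c used as enzyme; 0% = enzyme with DMSO and 100% = no enzyme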
# Target sequence (P9WHR9 whole entry, looked up, the tested form may be a part): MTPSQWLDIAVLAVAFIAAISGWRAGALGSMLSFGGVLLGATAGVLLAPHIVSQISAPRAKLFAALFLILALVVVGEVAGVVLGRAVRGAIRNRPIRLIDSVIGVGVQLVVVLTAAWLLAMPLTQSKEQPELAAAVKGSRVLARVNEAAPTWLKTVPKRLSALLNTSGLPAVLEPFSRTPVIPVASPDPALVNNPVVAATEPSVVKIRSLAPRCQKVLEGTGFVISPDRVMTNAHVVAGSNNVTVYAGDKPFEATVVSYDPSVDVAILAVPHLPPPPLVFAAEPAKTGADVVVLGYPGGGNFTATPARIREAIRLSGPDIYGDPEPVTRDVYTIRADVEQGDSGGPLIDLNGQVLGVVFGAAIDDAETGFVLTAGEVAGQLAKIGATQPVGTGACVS
# * hit, by the source's call; ? = inconclusive; nt = not tested or not shown; + = active, no number; & = joins results of further samples.
SMILES,PrPC surface inh,Mtb FBA inh,MazF activator,Mtb UGM inh,GDH-TPI inh,BoNT-F LC inh,BioA inh,FadD28 binding,Rv3671c protease
CC(C)[C@H](NC(=O)c1cccc(CN(Cc2ccccc2)C(=O)/C=C/c2ccccc2)c1)C(=O)O,1,3,9,0.6,9,?,0.4,-2.0,0
Cc1cccc(NC(=O)NCC2CC2)c1,1,0,-1,-5.2,10,20,-3.0,1.6,nt
Cc1ccccc1N(C(=O)CNC(=O)c1cccs1)C(C(=O)NC1CCCC1)c1ccncc1 (stereo not given),-2,1,3,-5.2,1,-5,-1.7,-3.4,-3
CC(=C/C(=O)O)/C=C/c1cccs1,-3,4,0,0.9,14,2,-2.2,0.7,1
COc1cc(C)c(Cl)cc1S(=O)(=O)n1cnc2ccccc21,4,3,-1,-0.4,-3,4,0.6,0.3,1
O=C(CSc1nnc(NC(=O)c2ccco2)s1)Nc1ccc2c(c1)OCCO2,9,1,3,1.5,18,-10,nt,-4.1,9
Cc1ccc(C)c(S(=O)(=O)N2CCCC2CNC(=O)C(=O)NCc2ccccn2)c1 (stereo not given),-2,2,6,-2.0,9,10,nt,-2.2,-9
Cc1cc(N)n(-c2ccc(Cl)cc2)n1,7,-5,5,-0.2,5,-8,nt,-3.4,-4
CC(=O)OCc1c(C(F)(F)F)nn(C)c1Sc1ccccc1,-1,-1,-1,-1.5,2,1,2.6,-4.4,5
CC1(C(=O)NCc2ccc(F)c(F)c2)Cc2c(-c3ccccc3)ccnc2O1 (stereo not given),nt,2,nt,nt,11,-2,20,0.3,nt
CN(CC(=O)OCC(=O)Nc1ccccc1)S(=O)(=O)c1ccc(Cl)cc1,3,-4,1,-1.5,-3,-6,-0.3,-4.7,-2
Cc1cccc(OCC(=O)NCC(C)(C)N2CCOCC2)c1,4,4,-5,-0.8,0,-3,-1.6,-0.9,-4
CCOC(=O)c1cnc(SCC(=O)N2CCC(C(N)=O)CC2)nc1N,-3,6,5,-1.4,0,-3,-1.5,0.5,-7
Cc1c(C)c(C)c(S(=O)(=O)N2CCC3(CC2)OCCO3)c(C)c1C,4,3,6,-1.5,-11,0,0.9,-1.6,1
O=C(CSc1nnc(CNC(=O)c2cccc(C(F)(F)F)c2)o1)NC1CCCCC1,-1,5,7,0.9,-10,5,-1.5,0.4,1
Cc1occc1C(=O)Nc1sccc1C(N)=O,4,0,-1,2.0,7,-11,-0.7,-3.7,-1
N#CC(c1ccc(N)cc1)C(CC(=O)c1ccccc1)c1ccccc1 (stereo not given),11,-4,4,nt,8,-2,0.3,-1.4,nt
COc1cccc(NC(=O)N(C)C[C@H]2Oc3cc(C#Cc4ccncc4)ccc3S(=O)(=O)N([C@H](C)CO)C[C@H]2C)c1,-8,-3,8,nt,9,-86,-0.4&0.7&0.7,-5.4,nt
Cc1nn(Cc2ccccc2)c(C)c1C(=O)NCC(c1cccs1)N1CCOCC1 (stereo not given),-10,-1,2,-2.9,2,-43,nt,-0.8,4
COc1ccc(Cl)cc1NC(=O)Cn1nnc(C(=O)NCc2ccc3c(c2)OCO3)c1N,3,1,-7,0.9,7,-1,-1.0,-1.8,-14
CC(=O)c1cccc(S(=O)(=O)NCC(C)(C)N2CCOCC2)c1,0,-3,1,-1.9,-5,-6,0.0,-1.6,-9
O=C(Cc1ccccc1)NCCc1ccc(Cl)cc1Cl,nt,3,-3,0.1,0,0,nt,-1.6,-14
CCOC(=O)c1cc2c(=O)n3ccccc3nc2n(Cc2ccco2)c1=NC(=O)c1cccc(OC)c1,-31,139*,4,1.4,39*,-8,9.3,-5.3,1
O=C(Cn1c(=O)n(CC2CCCO2)c(=O)c2ccccc21)c1ccccc1 (stereo not given),-2,-2,5,-2.0,0,0,2.0,-1.5,-7
CNC(=O)CSc1nnc(-c2ccco2)n1-c1cccc(OC)c1,-2,-2,8,-0.8,0,?,5.3,-2.3,7

# As entered above.
# Cc1nn(Cc2ccccc2)c(C)c1C(=O)NCC(c1cccs1)N1CCOCC1 (stereo not given) @ Mtb UGM inh = -2.9
# COc1ccc(Cl)cc1NC(=O)Cn1nnc(C(=O)NCc2ccc3c(c2)OCO3)c1N @ FadD28 binding = -1.8
# Cc1cc(N)n(-c2ccc(Cl)cc2)n1 @ MazF activator = 5

# Continued:
SMILES,PrPC surface inh,Mtb FBA inh,MazF activator,Mtb UGM inh,GDH-TPI inh,BoNT-F LC inh,BioA inh,FadD28 binding,Rv3671c protease
Cc1cc(CNC(=O)c2cc(COc3ccc(F)c(F)c3)on2)nn1C,7,-2,-7,-0.5,-7,4,-1.2,nt,-5
N#Cc1cccc(NC(=O)COC(=O)c2ccccc2Sc2ccccc2C#N)c1,2,-4,-9,1.2,1,-4,-1.5,0.1,-78
O=C(CN(C(=O)CCC(=O)Nc1nccs1)c1ccc(F)cc1)NCCc1ccccc1,-2,2,7,-3.6,-2,0,-1.8,-2.0,-1
COc1ccc(Cl)cc1N1CC(C(=O)Nc2nccs2)CC1=O (stereo not given),9,-1,-2,0.2,-4,7,1.4,-4.5,1
Cc1cc(C)c2c(CN3CCN(Cc4ccc5c(c4)OCO5)CC3)cc(=O)oc2c1,-9,0,2,1.3,15,4,-0.1,-3.1,-2
CN(Cc1cccs1)C(=O)CCc1c[nH]c2ccccc12,-4,-3,3,0.6,5,-4,-0.6,1.1,2
CN(C)S(=O)(=O)c1cccc(NC(=O)CCCSc2ccccc2)c1,14,1,-2,0.7,-1,-4,1.4,1.3,-6
COc1ccc(NC(=O)C2CCCN2S(=O)(=O)c2cccc3cccnc23)c(OC)c1 (stereo not given),5,2,10,0.6,-7,-3,2.5,-1.4,0
CCCCN(C(=O)CSc1nncn1-c1ccccc1OC)c1c(N)n(Cc2ccccc2)c(=O)[nH]c1=O,-9,1,-3,-2.5,-6,-2,-0.9,-0.4,-5
O=C(Nc1ccc2c(c1)OCO2)c1ccccc1,0,6,4,0.8,-5,-8,4.2,1.3,-9
CC(=O)Nc1nonc1C(=O)N1CCC(C)CC1,-6,2,3,-2.9,3,4,0.3,-2.0,1
COC(=O)CSCC(=O)Nc1nnc(-c2ccccc2C)s1,7,3,-3,-0.3,2,-2,nt,-0.8,-15
CCN1CCCC1CNC(=O)c1cc(NC(C)=O)c(N(C)C)cc1OC (stereo not given),-4,-1,2,0.0,11,-23,-1.2,-1.2,5
CCc1cc(CNC(=O)CC2C(=O)NCCN2Cc2ccc(-c3ccccc3)cc2)on1 (stereo not given),2,0,4,0.4,8,-6,-0.8,-4.5,-4
C=C1c2c(Cl)ccc(O)c2C(O)=C2C(=O)[C@]3(O)C(O)=C(C(N)=O)C(=O)[C@@H](N(C)C)[C@@H]3[C@@H](O)C12 (stereo not given in full),-3,18,-15,4.2,17,-15,0.5,11*,6
CC1(c2ccc(Cl)cc2)NC(=O)N(CC(=O)NCc2cccs2)C1=O (stereo not given),11,5,4,0.3,7,-6,nt,0.7,1
C=CCSc1nc2ccccc2n1C(=O)/C=C/c1cc(OC)c(OC)c(OC)c1,1,2,-5,-0.9,-2,-2,-2.5,-3.9,-1
O=S(=O)(/C=C/c1ccccc1)n1cnc2ccccc21,-4,2,5,-1.7,3,-1,-0.4,1.6,5
O=C(NNS(=O)(=O)c1ccccc1)c1sccc1-n1cccc1,3,-2,1,0.9,-4,-7,4.3,-0.2,-4
COc1ccc(C)cc1N(C)C(=O)c1coc(=O)c2ccccc12,-6,-8,4,3.5,7,0,-0.6,-2.5,-14
COc1ccc(CCN(C)CC(=O)Nc2c(C)cc(C)cc2C)cc1OC,3,-2,-25,3.5,20,?,5.9,-2.5,-7
C=CC[C@H](CC(=O)OC(C)(C)C)C(=O)OC[C@@H]1CCCN1C(=O)[C@H](CC=C)CC(=O)N[C@H](CO)Cc1ccccc1,1,0,-8,6.1,10,-7,0.0,-0.1,3
O=S1(=O)NC[C@]23C[C@H](c4ccc(F)cc4)[C@@H](C[C@@H]21)O3,1,3,3,-1.6,3,1,-1.8,-0.5,2
COc1cccc(N2CCN(Cc3nc(N)nc(Nc4ccccc4)n3)CC2)c1,3,4,-1,0.7,-7,-4,-0.1,0.5,4
CN1C(=O)[C@H]2[C@@H](C3CC3)N3C(=O)CN(CC4CC4)C(=O)[C@@]3(C)[C@H]2C1=O,-5,0,-7,-2.1,2,-12,-1.1,-0.2,-1

# 3 records picked at random from those above:
SMILES,PrPC surface inh,Mtb FBA inh,MazF activator,Mtb UGM inh,GDH-TPI inh,BoNT-F LC inh,BioA inh,FadD28 binding,Rv3671c protease
CC1(c2ccc(Cl)cc2)NC(=O)N(CC(=O)NCc2cccs2)C1=O (stereo not given),11,5,4,0.3,7,-6,nt,0.7,1
O=S1(=O)NC[C@]23C[C@H](c4ccc(F)cc4)[C@@H](C[C@@H]21)O3,1,3,3,-1.6,3,1,-1.8,-0.5,2
Cc1cc(C)c2c(CN3CCN(Cc4ccc5c(c4)OCO5)CC3)cc(=O)oc2c1,-9,0,2,1.3,15,4,-0.1,-3.1,-2

# (listing goes on)
SMILES,PrPC surface inh,Mtb FBA inh,MazF activator,Mtb UGM inh,GDH-TPI inh,BoNT-F LC inh,BioA inh,FadD28 binding,Rv3671c protease
CCCOC(=O)c1c(NC(=O)C2C3C=CC(C3)C2C(=O)O)sc2c1CCC(C)C2 (stereo not given),-7,11,2,2.2,-5,-5,nt,-5.4,1
CN1CCN(C(=S)Nc2cccc(C(F)(F)F)c2)CC1,5,-2,-3,0.9,-7,-2,-0.5,-5.1,-7
O=C(O)[C@H]1CCC(=O)N1Cc1ccco1,4,3,3,0.8,9,-1,-0.6,-0.3,-2
C/C(CC(=O)NC(C)C)=N\NC(=O)C(c1ccccc1)c1ccccc1,8,-1,2,-2.6,-8,5,nt,-3.1,-19
CCOc1ccc(NC(=O)CN(C)C(=O)Cn2c(=O)cnc3ccccc32)cc1OCC,3,-1,5,1.4,0,-14,-0.3,-2.6,-9
CCN(CC)CCN(C(=O)c1ccc(S(=O)(=O)N(C)C2CCCCC2)cc1)c1nc2ccc(OC)cc2s1,-5,0,-4,-1.9,4,-2,-1.5,-1.1,0
O=C(CS(=O)(=O)Cc1ccccc1)NCc1ccco1,1,-1,8,0.6,10,-4,nt,-0.5,1
O=C(NCCN1CCOCC1)c1cc2c(=O)n3ccccc3nc2n1Cc1ccccc1,-11,+,0,2.7,16,-2,-0.1,-2.2,-3
N/C(=N\OC(=O)c1ccccc1Cl)c1ccc(Cl)cc1,-2,1,3,1.4,1,-6,nt,-1.4,-1
CN1OC[C@@H]2CN(S(=O)(=O)c3cccc(C(F)(F)F)c3)[C@H](c3ccc(-c4cccnc4)cc3)C[C@@H]21,3,0,3,nt,-6,0,3.1,-3.4,nt
NC(=S)N1OC[C@@H]2COc3ccc4ccccc4c3[C@@H]21,1,2,-20,0.5,1,-10,nt,-1.7,-7
CCN1CCN(c2ncnc3c2sc2nc(N4CCOCC4)c4c(c23)CCC4)CC1,-6,1,8,nt,11,11,0.5,-1.1,nt
CCc1cc(-c2[nH]ncc2-c2nc3ccccc3n2C)c(O)cc1O,-4,3,5,4.9,13,-5,-0.1,-0.4,6
CCOc1ccc(C(=O)Nc2cccc(-c3ccc4nncn4n3)c2)cc1,-15,0,17,1.5,8,0,-1.3,0.2,-8
O=C(CNC(=S)N(Cc1ccccc1F)C1CCCCC1)NCC1CCCO1 (stereo not given),12,-6,-2,3.5,6,-1,nt,-5.6,3
C/C(=N\Nc1nncc2ccccc12)c1cccc(OC(F)F)c1,5,-3,6,1.0,-1,-2,-0.2,-5.4,4
CCc1c(C)nc(N)nc1N1N=C1SC(C(C)=O)C(C)=O,-1,3,3,2.4,-1,-4,nt,-1.1,-2
Cc1ccc2nc(N3CCN(C(=O)CCCC(=O)O)CC3)nc(-c3ccccc3)c2c1,4,32*,-3,6.8,10,-10,nt,-1.9,-10
Cc1ccc(NC(=O)CCn2nc(C)cc2C)cc1,-6,2,-2,0.2,5,5,-13,-1.7,-5
N#CCCN(C(=O)c1cc2c(s1)-c1ccccc1S(=O)(=O)C2)c1ccccc1,-5,5,1,-1.0,0,2,nt,1.6,0
CC(C)OCCCNC(=O)Cn1ccc2cc(S(=O)(=O)N3CCCCCC3)ccc21,10,-1,-9,-0.9,0,-6,-2.3,0.4,-5
CCc1cccc2c(C(=O)COC(=O)c3cccc(S(=O)(=O)N(C)C4CCCCC4)c3)c[nH]c12,-3,1,5,-3.4,3,-16,nt,22*,-135
O=C(O)c1nn(CCSc2ccccc2F)c(=O)c2ccccc12,-2,0,4,1.3,-4,-4,-0.8,1.9,4

# High-throughput results from PubChem BioAssay.
